Source: PubChem BioAssay
A-T KAP1 phos: qHTS Assay for Identifying a Potential Treatment of Ataxia-Telangiectasia. actives 0.19% (n = 320,000). Potency, µM (titrated, usually from 57.5 µM), for inactives: top-dose activation, most hits filed as activators. […] A-T fibroblasts, KAP-1 phosphorylation AlphaLISA; neocarzinostatin DNA damage 30 min before lysis. AID 485349, 2010; also: potency is read from the fitted curve at half-maximal effect; % of control where 0% means no effect; nearly all actives have a fitted effect of over 45% in size
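ATM-like activity read as KAP-1 phosphorylation via AlphaLISA donor/acceptor antibody pairs after lysis and 6 hr at 25C. Cells were ATM-null patient fibroblasts ([…], hTERT), dosed 60 min, then exposed to the DSB inducer NCS for 30 min.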
FBPA coupling cs: qHTS Assay for Inhibitors of Fructose-1,6-bisphosphate Aldolase from Giardia Lamblia: Coupling assay counterscreen | coupling enzyme system counterscreen, AmpLite Red fluorescence | activity change, negative = inhibition, % at 58.2 µM, hits read low | actives 0.67% (n = 290,000) | AID 2472, 2010; in the data active = activity change below about -30%; also: % is scaled to controls: 0 for no effect and ±100 for the full control effect
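Fluorescence at 525 nm excitation and 598 nm emission measured inhibition of the coupled detection system without aldolase. Compounds (at 57.5 uM final) were preincubated 10 min at room temperature with coupling enzyme reagent before a 20 min substrate/AmpLite Red step.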
Giardia kill: Small Molecules that selectively kill Giardia lamblia: qHTS | Giardia lamblia trophozoite viability | activity change, % at 7.66 µM, hits read low | actives 0.15% (n = 340,000); in the data active = activity change below about -80%; inconclusive = between about -30% and that limit;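 also: parasites exposed to compound for two days anaerobically before the ATP read; % is scaled to controls: 0 for no effect and ±100 for the full control effect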
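Anaerobic 48 hrs incubation at 37 deg C of 100 trophozoites/well with test compounds; ATPLite 1-Step luminescence, 15-30 min RT, reports cellular ATP as viability.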
Tb PFK inh: qHTS Assay to Find Inhibitors of T. brucei phosphofructokinase. ATP-dependent 6-phosphofructokinase (Trypanosoma brucei brucei), O15648. Potency, µM (top dose mostly 57.5 µM), inactives show at the highest dose activity, negative = inhibition, usual class: inhibitors. T. brucei PFK, ADP-Glo luminescence. actives 0.17% (n = 330,000);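 also: potency is read from the fitted curve at half-maximal effect; 0% = uninhibited 1x PFK enzyme wells and -100% = no-enzyme wells; nearly all actives have a fitted effect of over 60% in size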
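1.25 nM PFK with 0.5 mM F6P and 0.1 mM ATP in 0.1 M TEA pH 8.0, 5 mM MgCl2, incubated 45 min at room temperature; ADP measured by ADP-Glo luminescence; compounds titrated up to 57 uM.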
TCR activator: Activators of T cell receptors: qHTS campaign; primary human leukocytes, anti-CD3, IL-2 HTRF, 48 h; Potency, µM (series often up to 9.22 µM), inactives show at the highest dose activation of IL-2 secretion, actives largely listed as activators; 330,000 tested, under 10 active; AID 504894, 2011; also: % of control where 0% means no effect
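Primary human leukocytes were stimulated with a-CD3 beads plus compounds for 48 hr without co-stimulation; secreted IL-2 was quantified by HTRF using a-IL-2-K (europium cryptate) and a-IL-2-d2, excited at 320nm with acceptor emission read at 665nm.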
Chronic BCR inh: qHTS Assay to Find Inhibitors of Chronic Active B-Cell Receptor Signaling; ABC-DLBCL IkBa-CBG/CBR reporter, luminescence ratio, 4 h; Potency, µM (doses to about 46.1 µM), for the others: at the top dose ratio change, negative = lower green/red ratio, most hits filed as inhibitors; actives 0.05% (n = 340,000); AID 493014, 2011; active = well fitted inhibition curve with a large enough effect in the signal ratio, with a control signal flat, not every such curve was filed as active; inconclusive = small, poorly fitted or top-dose-only effect, or effect the other way, or a change in a side signal; the % refers to the signal ratio;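 also: potency is read from the fitted curve at half-maximal effect; plate controls were basal doxycycline-induced cells for no effect and cells given 10 µM MG132 for full effect; MG132 reads +100%, hits lower the ratio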
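TMD8 ABC-DLBCL cells carrying doxycycline-inducible green luciferase fused to IkappaBalpha plus unfused red luciferase were exposed to compounds (up to 46 uM) for 4 hrs at 37C. Activity came from the overlap-corrected green/red luminescence ratio.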
KCNH2 WT inh: qHTS for Inhibitors of KCHN2 3.1: Wildtype qHTS; U2OS, BacMam KCNH2, thallium flux FluxOr; stronger effect = lower value; actives 0.37% (n = 340,000); activity change, % at 1.84 µM; Voltage-gated inwardly rectifying potassium channel KCNH2 (Homo sapiens), Q12809;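 active = maximum activity change below -70%; inconclusive = maximum activity change between -70% and -50%; inactive = maximum activity change above -50%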; also: % is scaled to controls: 0 for no effect and ±100 for the full control effect
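U2OS cells were transduced with wild-type KCNH2 virus (2.03 x 10^8 / mL) for 4 h at room temperature, then cultured overnight at 37 C. Thallium flux was read with FluxOr dye. Rate constants were normalized to DMSO controls.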
TSHR antag: Antagonists of the Thyroid Stimulating Hormone Receptor: HTS campaign; Thyrotropin receptor (Homo sapiens), P16473; AID 504810, 2011; TSHR-expressing cells, TSH-stimulated cAMP HTRF, 2 h; stronger effect = lower value; activity change, negative = inhibition, % at 11.5 µM; actives 0.2% (n = 330,000);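 active = activity change below a set negative limit, meaning inhibition stronger than a set level, cut at about -70% in these data; inconclusive = activity change between two set negative limits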; also: % is scaled to controls: 0 for no effect and ±100 for the full control effect
Target sequence (P16473 whole entry, looked up): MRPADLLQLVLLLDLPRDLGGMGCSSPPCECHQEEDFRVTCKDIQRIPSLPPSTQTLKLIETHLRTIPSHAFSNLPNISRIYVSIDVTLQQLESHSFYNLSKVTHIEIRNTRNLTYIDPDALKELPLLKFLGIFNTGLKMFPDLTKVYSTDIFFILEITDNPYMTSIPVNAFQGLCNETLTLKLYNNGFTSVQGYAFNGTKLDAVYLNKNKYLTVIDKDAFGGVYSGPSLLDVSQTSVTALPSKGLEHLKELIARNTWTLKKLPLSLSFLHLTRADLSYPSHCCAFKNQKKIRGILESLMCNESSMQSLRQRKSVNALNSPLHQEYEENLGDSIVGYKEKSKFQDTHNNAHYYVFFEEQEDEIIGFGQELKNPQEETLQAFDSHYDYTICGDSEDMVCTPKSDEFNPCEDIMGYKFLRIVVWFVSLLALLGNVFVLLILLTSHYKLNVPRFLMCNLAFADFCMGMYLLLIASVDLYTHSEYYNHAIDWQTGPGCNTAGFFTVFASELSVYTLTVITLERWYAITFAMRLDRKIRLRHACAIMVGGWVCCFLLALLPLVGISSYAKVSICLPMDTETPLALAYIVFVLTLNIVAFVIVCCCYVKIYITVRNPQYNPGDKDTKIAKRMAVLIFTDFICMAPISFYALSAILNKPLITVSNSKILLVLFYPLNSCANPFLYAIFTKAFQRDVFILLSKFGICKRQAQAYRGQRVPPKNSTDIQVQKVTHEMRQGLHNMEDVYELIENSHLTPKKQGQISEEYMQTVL
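Inhibition of cAMP made by TSHR-expressing cells under TSH stimulation (4nM final, EC80; 2 h, 37 deg C) is quantified with a one-step lysis HTRF kit, anti-cAMP cryptate versus cAMP-d2.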
MLL CXXC-DNA inh: qHTS Fluorescence Polarization Assay for Inhibitors of MLL CXXC domain - DNA interaction | Histone-lysine N-methyltransferase 2A (Homo sapiens), Q03164 | AID 2662, 2010 | actives 0.037% (n = 290,000) | Potency, µM (highest dose often 115 µM), for the others: at the highest dose activity change, negative = inhibition, usual class: inhibitors | MLL-CXXC / FITC-HOXA9 DNA fluorescence polarization; active = well fitted inhibition curve with a large enough effect in the polarisation, with a control signal flat, not every such curve was filed as active; inconclusive = small, poorly fitted or top-dose-only effect, or effect the other way, or a change in a side signal; inactive = no such curve, though single readings can be large or run the other way; the % refers to the polarisation; also: potency is read from the fitted curve at half-maximal effect
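Steps: dispense CXXC domain solution (7 uM) → pin compounds or unlabeled HOX-A9 DNA control → 5 min ambient → add FLSN-HOX-A9 solution (50 nM) → spin → 30 min ambient → fluorescence polarization. Tris pH 7.5/NaCl/DTT/BSA buffer.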
GALK inhibitor: qHTS Assay for Inhibitors of Human Galactokinase (GALK); P51570; Purified GALK, Kinase-Glo residual ATP luminescence; Potency, µM (top dose mostly 57.5 µM), for the others: top-dose activity change, negative = inhibition, most hits filed as inhibitors; actives 0.007% (n = 270,000); AID 1868, 2009; also: potency is read from the fitted curve at half-maximal effect; % is scaled to controls: 0 for no effect and ±100 for the full control effect
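GALK at 5 nM final was combined with compound, 35 uM ATP and 100 uM galactose in HEPES pH8.0 with MgCl2 and DTT. The reaction ran one hour at room temperature before luminescent ATP detection.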
Numbers without * were called inactive; u = inconclusive; x = no result given; & = joins results of further samples; [ ] = another dose, or the depositor's remark. Unless noted, calls follow the shape of the dose curve; as a rule, active = well fitted curve in the direction sought with a large enough effect; inconclusive = small, poorly fitted or top-dose-only effect, or another doubt; inactive = no such curve, though single readings can be large; an effect the other way counts as inactive or inconclusive.

SMILES	A-T KAP1 phos	FBPA coupling cs	Giardia kill	Tb PFK inh	TCR activator	Chronic BCR inh	KCNH2 WT inh	TSHR antag	MLL CXXC-DNA inh	GALK inhibitor
Nc1nc(Nc2ccccc2F)nc(N2CCOCC2)c1[N+](=O)[O-]	0%	1	5	15%	-48%	-1%	-4	1	-19%	0%
Cc1nn2cc(-c3ccc(Cl)cc3)cnc2c1Cl	-1%	-7	0	-1%	2%	7%	-7	2	7%	2%
C=C(c1ccccc1)c1ccc(N(C)C)cc1	-7%	0	1	-1%	1%	u	19	-6	5%	1%
Cc1ccc(N2C(S)=C(C#N)C(=O)NC2c2cccs2)cc1 (stereo not given)	0%	3	-5	19%	2%[46.1 µM]	-18%	-8	13	-4%	-6%
COc1ccc(CN2C(=NC(=O)c3ccccc3)SC3CS(=O)(=O)CC32)cc1 (stereo not given)	2%	0	0	-18%	0%	-6%	2	5	8%	1%
N#C/C(=C\c1cn(CC(=O)O)c2ccccc12)C(=O)NCc1ccccc1	4%	4	-7	2%	1%	2%	4	32	-9%	-1%
COc1ccc(CNC(=O)c2c(O)c3cccc4c3n(c2=O)CCC4)cc1	2%	4	-9	-3%	-3%	-1%	10	16	-4%	-1%
Cc1ccc(NC(=O)Cn2nnc3ccccc3c2=O)cc1	4%	2	5	-1%	x	u	0	19	7%	0%
C=CCNC(=O)c1onc(CSc2ccc(OC)cc2)c1C(=O)O	5%	5	-11	2%	-15%	0%	-22	23	-9%	3%
CCOC(=O)C1(CCCc2ccccc2)CCN(C2CCN(C(C)=O)CC2)CC1	7%	-2	6	2%	-4%	2%	8	-39	u	-1%
Cc1nn(CC(=O)NCCCc2ccccc2)c(C)c1[N+](=O)[O-]	4%	0	1	-2%	5%	-1%	4	-5	-4%	1%
CC(NC(=S)Nc1ccc(OC(F)F)c(Cl)c1)C(C)(C)C (stereo not given)	4%	0	-13	-6%	-2%	5%	-4	-18	-1%	1%
CN=c1scc(C)n1/N=C/c1ccc(O)cc1O	-11%	-5	u	-3%	5%	u	-13	-4	-3%	1%
O=C(NC(=S)N1CCOCC1)c1ccc(F)cc1	14%	x	4	-6%	1%	-1%	8	-3	4%	-2%
CCOc1cc(/C=N/OC(C)=O)ccc1OCc1ccccc1	8%[11.5 µM]	4	8	4%	-6%	u	-3	-5	1%	1%
Cc1cc(C)cc(OCC(=O)OCC(=O)c2c(N)n(C)c(=O)n(C)c2=O)c1	0%	0	7	3%	0%	18%	4	4	-2%	-2%
NS(=O)(=O)c1ccc(CCNC(=O)CSc2nc3ccsc3c(=O)n2CCCCC(=O)O)cc1	10%	6	-17	-2%	7%	3%	2	0	7%	8%
O=C(NC1CCCC(C(F)(F)F)C1)c1ccc([N+](=O)[O-])o1 (stereo not given)	4%	x	-91*	-5%	-1%	-10%	2	6	x	x
O=C(Nn1c(=S)[nH]c2ccccc2c1=O)c1ccncc1	-2%	-8	-1	3%	-2%	1%	-3	1	14%	9%
Cc1cc(OC(C)C(=O)NCc2ccncc2)c2c(C)cc(=O)oc2c1 (stereo not given)	3%	1	-16	2%	-1%	9%	4	11	-3%	0%
CCN(CCCNC(=O)CNC(=O)c1nn(-c2ccc(OC)cc2OC)c(=O)c2ccccc12)c1cccc(C)c1	-5%	4	1	0%	0%	6%	2	-10	15%	0%
Cc1ccccc1NC(=O)Cc1nc(COC(=O)c2cc(Br)ccc2O)cs1	-2%	x	-2	0%	x	-4%	17	-12	x	x
O=S1(=O)[C@H]2C[C@@H]3C=C[C@@]2(CN1Cc1cccc(C(F)(F)F)c1)O3	-12%	3	-3	1%	-6%	-19%	9	10	-3%	x
N#C/C(=N\Nc1ccc(F)cc1)C(=N)N1CCCCCC1	-8%	2	-12	-3%	-8%	21%	-5	4	11%	0%
COCCN(C(=O)/C=C/c1cccc([N+](=O)[O-])c1)c1c(N)n(Cc2ccccc2)c(=O)[nH]c1=O	10%	2	13	4%	-3%	-2%	1	3	7%	0%
O=C1CSC(c2ccccc2F)N1c1ccccc1F (stereo not given)	-19%	1	-17	5%	2%	3%	-1	-8	-2%	0%
O=C1c2ccccc2C(=O)N1c1ccc(Br)c2cccnc12	0%	0	-2	-1%	-4%	-5%	2	6	-2%	5%
c1ccc(CNc2nc(CN3CCOCC3)nc3scc(-c4ccccc4)c23)cc1	x	0	3	-2%	1%[46.1 µM]	-16%	0	12	2%	0%
CC(C)CCOCC(=O)Oc1ccccc1C(=O)O	10%	0	5	-1%	1%	u	2	3	0%	7%
O=C(Nc1ccccc1C(=O)N1CCN(CCO)CC1)c1cccc([N+](=O)[O-])c1	3%	x	-14	-2%	-2%	u	15	10	-4%	7%
O=C(CN1CCN(C(=O)c2cccc(F)c2)CC1)Nc1ccccc1F	x	1	4	2%	9%	-10%	5	8	9%	-1%
CC(C)(C)C(=O)NC(=S)NNC(=O)c1ccc(-c2ccccc2)cc1	-6%	2	-5	-2%	0%	u	-26	-81*	1%	-4%
Cc1ccc(Cl)cc1NC(=O)CSc1nnc(C)n1-c1ccccc1	19%	0	-13	-5%	10%[46.1 µM]	12%	4	-14	4%	3%
CCC1=C(OC(=O)N(CC)CC)N2C(=O)OC(=NCC3CC3)[C@]2(Cc2ccccc2)[C@H]2C1=CC[C@H]1C(=O)N(C)C(=O)[C@H]12	-16%	1&3	23	4%	7%	-7%	-7	-5	4%	0%
Cc1c(CCOC(=O)c2cc([N+](=O)[O-])cc([N+](=O)[O-])c2)sc[n+]1CC(=O)c1ccc(Br)cc1	-15%	-7	21	-8%	3%	9%	8	-1	23%	7%
CC1(C)CN(C(=S)Nc2ccc(F)cc2F)C1=O	-12%	3	-7	-17%	10%	0%	10	2	-3%	-1%
COc1cc(Cl)c(C)cc1NC(=O)CSC1=NCCS1	7%	x	-24	1%	0%	-2%	14	-1	x	x
CN(Cc1ccccc1)C(=O)Cn1c(=O)oc2cc(S(=O)(=O)N3CCCC3)ccc21	8%	0	2	3%	-1%	14%	1	-9	0%	2%
Cc1sc(NC(=O)Cn2[nH]c(=O)c3ccccc3c2=O)nc1-c1ccccc1	4%	-2	-10	0%	9%[46.1 µM]	u	4	-4	15%	0%
O=C(O)c1ccc(OCc2occc2C(=O)O)cc1	x	-1	-11	x	-3%	x	-3	x	1%	-2%
COC(=O)c1cn(C(=O)c2ccc(OC)c(OC)c2)c2ccccc12	-12%	0	-13	-2%	x	u	-7	-6	6%	1%
Cc1cc(NC(=O)C(C)N2C(=O)c3ccccc3S2(=O)=O)no1 (stereo not given)	-25%	x	-19	5%	0%	-6%	-1	16	x	x
O=C1c2ccccc2S(=O)(=O)N1CC1CC(c2ccc(Cl)cc2)=NO1 (stereo not given)	-1%	-2	-1	-4%	2%[46.1 µM]	-6%	18	-14	-2%	x
Cc1cccc(-c2noc(CN(C)C(=O)c3ccoc3C)n2)c1	-6%	1	-8	1%	1%	0%	-10	-12	2%	-3%
CC(C)CC(NC(=O)OC(C)(C)C)c1cn([C@@H](Cc2ccc(O)cc2)C(=O)N2CCN(C(=O)OC(C)(C)C)CC2)nn1 (stereo not given in full)	-29%	3	7	-1%	-4%	10%	-1	0	8%	-1%
CC(=O)c1cccc(OCC(=O)OCC(=O)Nc2cc(S(=O)(=O)N3CCCCC3)ccc2C)c1	-4%	x	-6	1%	1%[46.1 µM]	4%	-15	-6	x	x
NC(=O)CSc1nnc(-c2ccc(S(=O)(=O)N3CCCC3)cc2)n1Cc1ccco1	4%	4	31[activator]	-5%	2%	1%	-10	15	-4%	3%
CCCCNC(=O)Cn1cnc2c(cnn2-c2ccc(C)cc2)c1=O	-4%	0	7	1%	4%	4%	15	3	-5%	4%

Whole records, quoted from the list. Order of screens: A-T KAP1 phos, FBPA coupling cs, Giardia kill, Tb PFK inh, TCR activator, Chronic BCR inh, KCNH2 WT inh, TSHR antag, MLL CXXC-DNA inh, GALK inhibitor
Record of COC(=O)c1cn(C(=O)c2ccc(OC)c(OC)c2)c2ccccc12 → -12%, 0, -13, -2%, x, u, -7, -6, 6%, 1%
Record of O=C1c2ccccc2S(=O)(=O)N1CC1CC(c2ccc(Cl)cc2)=NO1 (stereo not given) → -1%, -2, -1, -4%, 2%[46.1 µM], -6%, 18, -14, -2%, x

An unsorted share of the library. About 1.6% of those tested had a hit in this group.
